Screens from PubChem.
MC4R antag cAMP – MC4R antagonists of cAMP signaling, primary screen, cell-based, TR-FRET, antagonist arm of biased-ligand search | Melanocortin receptor 4 (Homo sapiens), P32245 | MC4R-expressing cells, MTII-stimulated cAMP, LANCE TR-FRET | inhibition, % at 6.5 µM | hit rate 0.48% among 360,000 | AID 540295, 2011;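 active = inhibition above its plate's cutoff, the mean of tested wells on that plate plus 3 SD, cut at about 29% in these data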;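 note: 0% = Melanotan II alone and 100% = Melanotan II plus saturating MCL0020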
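System – human MC4R-expressing U2OS cells · Also added – Melanotan II · Dosing – one concentration, 6.5 µM nominal · Timing – 30-min compound, 1-h challenge, 1-h detection, room temperature · Measured by – Eu-cAMP/anti-cAMP TR-FRET, emission 671 nm · Replicates – singlicate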
N-glyco inh – increase of ERlucT glycosylation luciferase signal, primary screen, N-linked glycosylation inhibitor project, D54 ERlucT cells, luminescence, set 2; D54 ERlucT glycosylation luciferase reporter, 24 h; percent of 100 nM tunicamycin response; reporter increase, % at 12.5 µM; hit rate 0.23% among 360,000; AID 588692, 2011;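 active = mean luciferase reporter signal, scaled so untreated is 0 and the glycosylation-blocking control 100, at or above a set limit in every replicate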;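 note: luciferase carries N-glycosylation sites so blocking glycosylation raises the light; 0% = median of neutral control wells and 100% = median of 100 nM tunicamycin wells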
NOD2 RIPK2 PPI – NOD2-RIPK2 binding disruptors in cells, primary screen, fluorescence, CHO cells, BLA complementation; Receptor-interacting serine/threonine-protein kinase 2 (Homo sapiens), O43353; CCF4 ratio; inhibition, % at 4.98 µM; hit rate 0.38% among 360,000; in the data active = inhibition above about 21%;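 note: 0% = vehicle only and 100% = reference blocker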
ABCB6 inh 2 – ABCB6 transporter inhibitors, primary screen, K562-ABCB6 cells, flow cytometry, MLPCN library | ATP-binding cassette sub-family B member 6 (Homo sapiens), Q9NP58 | K562-ABCB6 porphyrin accumulation, 1 h; hits give low values | fluorescence ratio to DMSO, % at 10 µM | hit rate 0.19% among 360,000;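 active = fluorescence ratio to DMSO below 75%, the collection mean minus 3 SD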;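 note: signal is porphyrin accumulated inside mitochondria; 100% equals median channel fluorescence of DMSO control wells; lower ratio means ABCB6 inhibition with less porphyrin fluorescence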
SRC2 inh – inhibition of GAL4-SRC2 driven luciferase reporter, primary screen, SRC2 inhibitor project, cell-based, luminescence. Nuclear receptor coactivator 2 (Homo sapiens), Q15596. HEK293 GAL4-SRC2 luciferase reporter. inhibition, % at 9 µM. hit rate 0.17% among 370,000. AID 651957, 2012;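 active = inhibition above the mean inhibition of all tested compounds plus 3 SD, set per campaign, cut at about 52% in these data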;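 note: 0% = DMSO treated cells and 100% = cells given Gossypol at 36 µM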
TLR9-MyD88 block – inhibitors of TLR9-MyD88 association in cells, primary screen, cell-based, CHO, BLA complementation, fluorescence | Toll-like receptor 9 (Homo sapiens) + Myeloid differentiation primary response protein … | CCF4 FRET ratio | AID 504734, 2011 | hit rate 0.21% among 340,000 | inhibition, % at 4.98 µM;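 active = inhibition above the mean over all tested compounds plus 3 SD, cut at about 21% in these data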;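 note: 0% = DMSO only wells and 100% = clavulanate BLA inhibitor control wells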
MC4R ag barr – MC4R agonists recruiting beta-arrestin, primary screen, cell-based, luminescence, agonist arm of biased-ligand search; U2OS MC4R beta-arrestin complementation; percent of melanotan II response, DMSO zero; hit rate 0.98% among 360,000; Melanocortin receptor 4 (Homo sapiens), P32245; activation, % at 8.9 µM;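 active = activation above a per-plate cutoff, the mean activation of sample wells on that plate plus 3 SD, cut at about 8% in these data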
H9c2 protect – cardioprotection against H2O2-induced cell death, primary screen, uHTS, H9c2 cells, ATPLite luminescence; protection from H2O2 cell death, % at 20 µM; H9c2 cardiomyocytes, H2O2 injury protection, 2 h; hit rate 0.63% among 360,000;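 active = compounds giving at least 50% protection of heart cells from peroxide-induced death in the single-dose screen, raw or plate-pattern-corrected value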;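 note: 0% = DMSO wells with peroxide and 100% = DMSO wells without peroxide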
HTR2A ag – mouse Htr2a agonists via beta-arrestin recruitment, primary screen, cell-based, luminescence. hit rate 0.66% among 360,000. 5-hydroxytryptamine receptor 2A (Mus musculus), P35363. CHO-K1 mHTR2A beta-arrestin complementation; percent of 30 µM serotonin response. activation, % at 7.6 µM;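 active = activation above a run cutoff, the mean activation of all tested compounds plus 3 SD, cut at about 14% in these data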;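 note: 0% = plate median of compound wells and 100% = 30 µM serotonin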
ABHD5 PLIN5 PPI – ABHD5-PLIN5 interaction inhibitors, primary screen, cell lysate, split luciferase complementation, luminescence; Perilipin-5 (Homo sapiens) + 1-acylglycerol-3-phosphate O-acyltransferase ABHD5 (Homo …; Split G. princeps luciferase complementation, 4 h; inhibition, % at 4 µM; hit rate 0.78% among 360,000; AID 602281, 2012;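 active = inhibition above the mean inhibition across every tested compound plus 3 SD, cut at about 22% in these data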;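 note: 0% = DMSO only wells and the 100% control is not disclosed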
* hit, by the source's call; x = no result given. A portion of the library; the hit share may differ from the screen's.

SMILES	MC4R antag cAMP	N-glyco inh	NOD2 RIPK2 PPI	ABCB6 inh 2	SRC2 inh	TLR9-MyD88 block	MC4R ag barr	H9c2 protect	HTR2A ag	ABHD5 PLIN5 PPI
CSc1ccccc1NC(=O)CSc1nnc(CNC(=O)c2ccccc2F)n1C	0	0	-3	94	-5	1	1.1	-1	5	3
CC(C)=CCn1c2ccc(NC(=O)Nc3ccc(N(C)C)cc3)cc2c(=O)n1C	-12	1	3	105	5	x	-2.3	-8	-3	-6
COCCC(=O)Nc1ccc2c(c1)CN(C(=O)CCOC)CC2	1	3	2	94	9	-2	-0.8	-4	4	-2
CC(=O)c1cccc(S(=O)(=O)Nc2c(C)nn(C)c2C)c1	3	-1	-1	96	-6	-1	-0.9	-1	6	6
S=C(NCCc1c[nH]c2ccccc12)NC1CCCC1	22	1	-2	95	4	3	-2.2	-5	-1	-1
O=C1COc2ccc(C(=O)COc3ccc(Cl)cc3Br)cc2N1	14	-5	-2	99	-16	-7	-2.2	-6	-6	1
COc1ccc(NC(=O)CNc2cccc(C#N)c2)cc1Cl	-2	2	-4	90	-23	-3	-1.5	7	-5	-2
Cc1ccc(NC(=O)C2CCC(N3C(=O)C4CCCCC4C3=O)CC2)cc1 (configuration not stated)	-3	14	-11	92	-12	1	-1.0	-9	4	2
Cc1ccc(C)c(NC(=S)NC2CC3CCC(C2)N3Cc2ccco2)c1 (configuration not stated)	-3	-1	-3	96	-21	-1	-0.2	-2	4	-7
CN(C)CCCNc1oc(-c2ccc(Cl)cc2)nc1S(=O)(=O)c1ccccc1	7	-5	-2	99	-3	-9	1.8	-2	-16	7
CC(=O)N1CCc2cc(S(=O)(=O)NC(C)c3ccccc3)ccc21 (configuration not stated)	9	0	1	91	8	2	-1.2	-8	1	-4
COC(=O)c1cccc(NC(=O)c2nn(C(C)C)c(=O)c3ccccc23)c1	3	0	-3	100	7	6	14*	8	-2	-3
CC(C)(C)c1ccc(CSc2nnc(-c3ccccn3)n2Cc2ccco2)cc1	6	-4	15	91	18	-4	-2.0	-16	-8	-1
O=C(Nc1ncc(S(=O)(=O)c2ccc([N+](=O)[O-])cc2)s1)c1ccc2ccccc2c1	7	-3	-5	97	4	6	0.7	-16	2	-2
Cc1nc(SCC(=O)Nc2cc(C)on2)c2c3c(sc2n1)CCCC3	5	2	-3	93	-5	-7	6.5	-4	-4	7
N#C/C(=C\C1=C(N2CCOCC2)C(=C/c2cccc([N+](=O)[O-])c2)/CC1)C(=O)Nc1ccccc1F	6	-11	-17	426	-30	-4	-1.4	1	3	1
COc1ccc(N/C(C)=C/C(=O)c2ccccc2)cc1	-6	2	-17	99	-22	-1	-0.3	-12	1	5
CSc1nccc(-c2c(-c3ccc(Cl)cc3)noc2C)n1	8	-9	-17	100	3	-1	1.2	-5	-5	4
COCCOCCOCCC(=O)NC1CC2CCC1(C)C2(C)C (configuration not stated)	15	2	8	107	-3	-9	0.3	-2	-3	-1
O=C(CCc1ccccc1)Nc1ccc(N2CCCCC2)cc1	14	0	-9	93	-37	-4	-0.2	-7	-1	1

Reformatted as labelled records: entries from further up
COCCOCCOCCC(=O)NC1CC2CCC1(C)C2(C)C (configuration not stated)
  MC4R antag cAMP: 15
  N-glyco inh: 2
  NOD2 RIPK2 PPI: 8
  ABCB6 inh 2: 107
  SRC2 inh: -3
  TLR9-MyD88 block: -9
  MC4R ag barr: 0.3
  H9c2 protect: -2
  HTR2A ag: -3
  ABHD5 PLIN5 PPI: -1

O=C(CCc1ccccc1)Nc1ccc(N2CCCCC2)cc1
  MC4R antag cAMP: 14
  N-glyco inh: 0
  NOD2 RIPK2 PPI: -9
  ABCB6 inh 2: 93
  SRC2 inh: -37
  TLR9-MyD88 block: -4
  MC4R ag barr: -0.2
  H9c2 protect: -7
  HTR2A ag: -1
  ABHD5 PLIN5 PPI: 1

The main list resumes, repeating the 3 entries before the break.
SMILES	MC4R antag cAMP	N-glyco inh	NOD2 RIPK2 PPI	ABCB6 inh 2	SRC2 inh	TLR9-MyD88 block	MC4R ag barr	H9c2 protect	HTR2A ag	ABHD5 PLIN5 PPI
CSc1nccc(-c2c(-c3ccc(Cl)cc3)noc2C)n1	8	-9	-17	100	3	-1	1.2	-5	-5	4
COCCOCCOCCC(=O)NC1CC2CCC1(C)C2(C)C (configuration not stated)	15	2	8	107	-3	-9	0.3	-2	-3	-1
O=C(CCc1ccccc1)Nc1ccc(N2CCCCC2)cc1	14	0	-9	93	-37	-4	-0.2	-7	-1	1
COC(=O)[C@@H](Cc1c[nH]c2ccccc12)NCc1ccc(B(O)O)cc1	0	2	-9	101	-22	-17	2.3	2	-5	-1
COc1ccccc1NC(=S)N1CCN(Cc2ccc3c(c2)OCO3)CC1	0	2	-4	92	18	-5	-0.4	-6	2	3
O=S(=O)(Nc1nc2ccccc2nc1Nc1cccc(S(=O)(=O)N2CCCCC2)c1)c1ccccc1	13	-8	-5	91	10	-6	8.5*	-15	0	3
Cc1cc(C)cc(Oc2nc3c(C)cccn3c(=O)c2/C=C(\C#N)C(=O)NC2CCS(=O)(=O)C2)c1 (configuration not stated)	10	5	-5	96	7	-8	-0.3	14	1	7
O=C(Nc1cc(C(F)(F)F)ccc1N1CCOCC1)c1n[nH]c(=O)c2ccccc12	8	0	-4	86	-18	-4	-0.8	4	-5	3
COc1ccc(C2CC(c3cccs3)=NN2C(=O)CCC(=O)O)cc1 (configuration not stated)	7	1	-1	100	-17	0	-3.3	4	0	-1
Cc1noc(C)c1CSCC(=O)Nc1nc2ccccc2s1	-10	-3	-12	95	1	1	-1.9	25	11	0
CCN1CCN(c2cc(C)c3cc(NC(=S)N(C)Cc4ccccc4)ccc3n2)CC1	19	-3	-10	104	-42	-5	-0.1	-4	-11	6
COc1ccccc1NNC(=O)C(O)(c1ccccc1OC)c1ccccc1OC	5	-2	-2	95	-22	4	3.8	17	5	-4
CN1CCN(c2nc3c(c(=O)n(C)c(=O)n3C)n2Cc2cccc3ccccc23)CC1	8	-1	-2	95	6	-4	-0.4	-1	-3	2
CC(C)CCN1CCNC(=O)C1CC(=O)NCCCN1CCOCC1 (configuration not stated)	-1	2	-10	101	8	-1	-0.9	1	3	4
COc1ccccc1NC(=O)Nc1ccc2[nH]c(=O)[nH]c2c1	-3	2	-12	96	8	-8	2.2	-4	-1	-3
O=C(N/N=C/c1ccc2c(c1)OCO2)c1ccn(Cc2ccc(Cl)cc2)n1	0	0	-8	99	-33	-1	2.4	2	2	6
O=C(Nc1ccc2[nH]c(=O)[nH]c2c1)c1cccc([N+](=O)[O-])c1	2	3	-2	99	13	4	-0.5	4	6	7
O=C(c1ccc2ccccc2c1)N1CCN(c2ccc(C(F)(F)F)cn2)CC1	0	5	1	113	-20	4	-0.8	-29	3	-5
Cc1ccc(CNC(=O)C2CCN(S(=O)(=O)c3ccc4nc5c(c(C(=O)O)c4c3)CC(C)CC5)CC2)cc1 (configuration not stated)	12	-2	4	103	-13	5	-0.8	-5	6	-5
COc1ccc(OCCCCN(C)Cc2ccccc2)cc1	-1	-1	-16	92	11	2	-2.3	-4	-2	-4
CN1C(=O)C(/C(N)=N/NC(=O)c2ccccc2)C2CC1(C)Oc1ccccc12 (configuration not stated)	2	0	-11	100	4	2	0.2	-2	3	-1
COc1cc(OC)cc(C(=O)Nc2ccc(N3CCN(C(=O)c4cccs4)CC3)cc2)c1	-6	13	-9	102	12	5	-2.6	5	-3	11
NC(=S)COc1ccccc1	9	0	1	97	3	-2	-2.2	-5	2	1

Compound profiles (already shown). Order of screens: MC4R antag cAMP | N-glyco inh | NOD2 RIPK2 PPI | ABCB6 inh 2 | SRC2 inh | TLR9-MyD88 block | MC4R ag barr | H9c2 protect | HTR2A ag | ABHD5 PLIN5 PPI
Record of COc1ccc(OCCCCN(C)Cc2ccccc2)cc1 : -1 | -1 | -16 | 92 | 11 | 2 | -2.3 | -4 | -2 | -4
Record of O=C(c1ccc2ccccc2c1)N1CCN(c2ccc(C(F)(F)F)cn2)CC1 : 0 | 5 | 1 | 113 | -20 | 4 | -0.8 | -29 | 3 | -5
Record of COc1ccccc1NC(=O)Nc1ccc2[nH]c(=O)[nH]c2c1 : -3 | 2 | -12 | 96 | 8 | -8 | 2.2 | -4 | -1 | -3

(next part)
SMILES	MC4R antag cAMP	N-glyco inh	NOD2 RIPK2 PPI	ABCB6 inh 2	SRC2 inh	TLR9-MyD88 block	MC4R ag barr	H9c2 protect	HTR2A ag	ABHD5 PLIN5 PPI
O=C(O)CC(NC(=O)OCc1ccccc1)c1ccccc1 (configuration not stated)	13	0	4	107	0	-3	0.2	4	11	1
CC(C)(C)NC(=O)c1ccc(NC(=O)c2ccccc2-c2ccccc2C(=O)O)cc1	13	2	-4	99	27	3	-0.5	5	1	-5
Cc1[nH]n(-c2cccc(Cl)c2)c(=O)c1-c1ccc(Cl)cc1	0	-2	-4	92	-15	-4	0.4	-19	-1	-9
O=C(NC1CCNCC1)C1CC1	6	1	-7	103	-53	1	-0.9	-4	-1	5
COc1cc2cc(CN(C(=O)NC3CCCCC3)C3CCCC3)c(=O)[nH]c2cc1OC	-4	2	-18	93	-8	-3	2.2	3	8	5
Cn1c(=O)cc(OCCCC(=O)NCc2ccc3c(c2)OCO3)c2ccccc21	0	5	-4	82	-31	5	-0.7	-4	0	2
COc1ccc(C2/C=C\CN(CC(C)C)CC(=O)N2Cc2cccc(F)c2)cc1 (configuration not stated)	5	-3	5	99	-14	-3	-2.4	10	9	2
COCCCn1cnc2c(c1=O)c1nc3ccccc3nc1n2-c1ccccc1	-5	1	-6	99	9	-3	0.3	5	9	-1
COc1ccc(C(=O)COc2ccccc2C#N)cc1	5	1	4	98	-51	8	-1.8	9	1	-1
CCCCC(=O)Nc1ccc(NC(=O)C(C)C)cn1	7	1	-7	95	-36	-7	-2.6	0	-2	0
Cc1ccc(C(=O)N/N=C/c2ccc3c(c2)OCO3)o1	2	-3	-11	103	-44	-6	-0.6	-24	2	-1
CCc1ccc(CNC(=O)CC2C(=O)NCCN2Cc2ccccc2F)nc1 (configuration not stated)	11	4	3	99	-26	-6	-0.9	-1	3	-1
